Screens deposited in PubChem BioAssay by several laboratories.
sdo1 growth – compounds rescuing growth of sdo1-depleted yeast, bone marrow failure model; S. cerevisiae sdo1-depleted JHY4D growth rescue, OD600 30 h; stronger effect = higher value; pdr5 snq2 efflux-pump mutant strain; z-score at 10 µM; 140,000 tested, 0.21% active; AID 817;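 active = z-score above 3 at both the 24 hr and the 30 hr optical density reads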;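 note: z-score against mean and SD of all compound wells on the same plate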
INS promoter inh – TRM-6 insulin promoter activity inhibition. 130,000 tested, 0.9% active. inhibition, % at 2 µM. TRM-6 cells (human fetal islet line), insulin promoter-eGFP reporter, imaging; reporter expression induced with tamoxifen. AID 1273;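 active = inhibition above the mean plus 3 SD, with well images judged a real hit on visual review, cut at about 60% in these data, passing the limit was not always enough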
sdo1 growth Rescue 24 h – further read-out of sdo1 growth, marked with its call; z-score; S. cerevisiae sdo1-depleted JHY4D growth rescue, OD600; measured here: growth rescue at 24 h;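 0 is the plate mean of compound wells and units are plate SD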
* = called active by the depositor; nt = no result given.

SMILES | sdo1 growth | sdo1 growth Rescue 24 h | INS promoter inh
Cc1onc(-c2ccccc2)c1C(=O)OCC(=O)Nc1ccc2c(c1)OCO2 | -0.09 | 0.2 | -3.0
O=C(COc1ccc(Cl)cc1Cl)NCCCN1CCOCC1 | -2.03 | -0.31 | -9.1
O=C(O)c1ccccc1C(=O)c1ccc2c(c1)N(Cc1cccc(F)c1)C(=O)CO2 | nt | nt | -86.0
O=c1cc(O)c2ccccc2n1Cc1ccccc1F | nt | nt | 9.1
Cc1ccc(Oc2nnc(-c3cccs3)c3ccccc23)cc1 | -0.39 | 0.4 | 81.0*
O=c1cc(CN2CCN(c3ccccc3)CC2)c2c(ccc3ccccc32)o1 | -0.74 | -0.1 | 30.0
Cc1ccc(N2C(=O)C(Cl)=C(Nc3c(C)n(C)n(-c4ccccc4)c3=O)C2=O)cc1 | -0.05 | -0.32 | nt
CCOc1ccc(NC(=O)C(C)O)c(NS(=O)(=O)c2ccc(CCNC(C)=O)cc2)c1 (stereo not given) | 1.4 | 1.35 | -8.6
COc1ccc(Cc2nnc(NC(=O)c3cccc([N+](=O)[O-])c3C)s2)cc1 | 0.36 | 0.84 | 28.6
Cc1ccc(C)c(NC(=O)CSc2nc(N)c(NC(=O)c3cccs3)c(=O)[nH]2)c1 | -0.03 | -1.03 | -10.0
COc1ccc(CCNC(=O)C(=O)NCC2CCCO2)cc1OC (stereo not given) | 1.19 | 1.08 | -15.4
COc1ccccc1NC(=O)C1=C(C)NC(=O)NC1c1cc(C)cs1 (stereo not given) | 0.63 | 0.85 | -111.1
Cc1cc(OCc2nnc(SCC(=O)OC3CCCCC3)o2)ccc1Cl | 0.24 | 1.06 | -90.9
COc1cc(/C=C/C(=O)O)ccc1OS(=O)(=O)c1cc(C)ccc1C | nt | nt | 16.7
CC(=O)/C(=N/Nc1ccccc1)N1CCOCC1 | -0.76 | -0.98 | 13.0
COc1ccc(/C=C/C(=O)OCC(=O)NCc2ccco2)cc1OC | 0.48 | 0.14 | 6.2
CC1CCCCC1NC(=O)COC(=O)COc1ccccc1Cl (stereo not given) | nt | nt | -100.0
COc1cc2cc(CN(Cc3cccnc3)C(=O)NCc3ccccc3)c(=O)[nH]c2cc1OC | 0.87 | 1.63 | nt
Cn1c(Cl)cnc1C1CC(=O)c2cc(Cl)ccc2O1 (stereo not given) | -2.33 | -1.06 | nt
Cc1ccc(OCC(=O)Nc2sc3c(c2C#N)CCC3)cc1C | 0.06 | 1.5 | 14.0
Cc1nc2ccc(NC(=O)c3ccc4ccccc4n3)cc2s1 | nt | nt | 21.4
N#CCCn1nnc2ccccc21 | 1.36 | 1.14 | -48.5
O=C(COC(=O)CSc1cccc2cccc(Cl)c12)Nc1ncc(C(F)(F)F)cc1Cl | 0.47 | 0.18 | nt
CCN(CC(=O)Nc1ccc(OC)cc1)CC(=O)Nc1ccc(Cl)cc1F | nt | nt | 0.0
Cc1cccc(N(CC(=O)NC2CCCC2)C(=O)CS(=O)CC(=O)Nc2ccc3c(c2)OCO3)c1C (stereo not given) | 0.5 | -0.3 | -156.2
Cc1ccccc1C(=O)O/N=C(\c1ccccc1)c1ccccn1 | -1.05 | -0.88 | 10.0
CC1Cc2ccccc2N1C(=O)CSc1nnc2c(n1)[nH]c1ccccc12 (stereo not given) | -0.78 | -0.76 | -62.5
CCN(CCNC(=O)Cn1c(=O)sc2ccccc21)c1ccccc1 | -1.1 | -0.73 | nt
Cc1ccc(NS(=O)(=O)c2ccc(C(=O)N3CCN(c4ccccn4)CC3)cc2)cc1 | 0.98 | 2.29 | 13.3
COc1ccc(CCNC(=O)c2ccc(CN3CCOCC3)cc2)cc1 | 1.39 | 2.17 | -69.0
CCc1ccc(OCC(=O)Nc2cccc3nsnc23)cc1 | nt | nt | 36.8
Clc1ccc(-n2nnnc2Sc2ncnc3sccc23)cc1 | nt | nt | 68.0
CC1(C)NC(C)(C)C(O)(C(N)=O)C1=O (stereo not given) | 1.49 | 1.42 | -18.2
Cc1ccc2nc(N3CCN(c4cccc(C)c4C)CC3)c3nnnn3c2c1 | 0.17 | -0.46 | nt
CCOc1cc(C)c(S(=O)(=O)Nc2ccc3cn[nH]c3c2)cc1C | 0.38 | 1.86 | nt
CSc1ccccc1NC(=O)CCn1c(=O)sc2ccccc21 | -0.08 | -0.96 | -39.1

INS promoter inh: entries above that show a hit.
SMILES | sdo1 growth | sdo1 growth Rescue 24 h | INS promoter inh
Cc1ccc(Oc2nnc(-c3cccs3)c3ccccc23)cc1 | -0.39 | 0.4 | 81.0*

The results go on:
SMILES | sdo1 growth | sdo1 growth Rescue 24 h | INS promoter inh
CCOC(=O)c1nnn(CC(=O)Nc2cccc(Cl)c2C)c1C(=O)OCC | 1.47 | 1.69 | -6.9
Cc1ccc(S(=O)(=O)NCCCN2CCOCC2)cc1C | 0.32 | -0.37 | -41.2
CCOC(=O)c1[nH]c(C)c(C(=O)NCCCN2CCOCC2)c1C | 0.45 | -0.11 | nt
COc1ccc(CNC(=O)C2CCCN(S(=O)(=O)c3c(C)n[nH]c3C)C2)cc1 (stereo not given) | 0.12 | 0.09 | -19.2
COc1cccc(C(=O)N/N=C2/SCC(=O)N2CCc2ccc(OC)c(OC)c2)c1 | 0.55 | 0.07 | -4.3
C1=C(CCNc2ncnc3c2cnn3-c2ccccc2)CCCC1 | -1.27 | 0.09 | nt
O=c1cc(N2CCN(Cc3ccccc3)CC2)[nH]c(=O)n1-c1ccc(Br)cc1 | 1.16 | 0.42 | nt
CS/C(=N\S(=O)(=O)c1cccs1)Nc1ccc(Br)cc1F | -0.26 | -0.63 | -20.6
CCOc1ccc(C/C(O)=C2\C(=O)CC(C)(C)CC2=NCC(=O)O)cc1OCC | nt | nt | 35.0
COc1ccccc1NC(=O)CSc1nnc(-c2ccoc2C)n1CC1CCCO1 (stereo not given) | 0.63 | 0.47 | 20.0
COc1cccc(-c2nc(CS(=O)CC(=O)NC3CC3)c(C)o2)c1 (stereo not given) | 0.28 | -0.4 | nt
O=C(NCCc1ccccc1)c1cc(S(=O)(=O)N2CCOCC2)ccc1F | -1.46 | -0.49 | 2.7
Cc1cc(C)cc(C(=O)n2cnnc2N)c1 | -0.01 | -1.03 | 25.0
O=C(Cn1cnc2c(nnn2-c2ccccc2)c1=O)N1CCOCC1 | -0.24 | -0.84 | nt
CCOc1ccc(Cn2nnc(C(=O)Nc3ccc(OC)cc3OC)c2N)cc1 | -1.97 | -1.23 | nt
O=S(=O)(c1ccccc1)c1nc(-c2ccco2)oc1NCCCN1CCOCC1 | 0.73 | 0.87 | -3.8
Cc1ccc(-c2cc(C(F)F)n3ncc(C(=O)N4CCN(c5ccccn5)CC4)c3n2)cc1 | -1.48 | -0.84 | nt
CC(C)Cc1nnc(NC(=O)CSc2nc(=O)cc(N)n2-c2ccccc2)s1 | 0.19 | -0.15 | 20.2
Cc1cc(=O)n2nc(N3CCCC3C(=O)NCCCN3CCCCC3)sc2n1 (stereo not given) | 0.1 | -0.73 | 38.5
CCN1CCN(CC(=O)Nc2ccccc2)C(=O)C1=O | 1.94 | 2.6 | nt
O=C(NC(=S)Nc1ccccc1O)c1ccc(-c2ccc(Cl)cc2)o1 | -0.67 | 0.88 | -18.5
O=C(CSc1nnnn1C1CCCCC1)Nc1ccccc1F | nt | nt | 13.3
Cc1noc(/C=C/N(C)C)c1S(=O)(=O)NC1CCCCC1 | 0.89 | 1.28 | nt
O=C(c1cnn2c(C(F)(F)F)cc(-c3ccc4c(c3)OCO4)nc12)N1CCCC1 | 1 | 0.35 | 36.4
Oc1ccccc1/C=N/c1c(-c2ccco2)nc2ccccn12 | 0.65 | 0.52 | 41.9
Fc1cccc(C[n+]2csc3ccccc32)c1 | -1.3 | -0.22 | 10.7
CCn1ccc(C(=O)Nc2ccccc2SC)n1 | nt | nt | 20.0
Cn1c(CN2CCCC2)nc2cc(NC(=O)Nc3ccccc3)ccc21 | 2.99 | 2.51 | -262.5
O=C(NCc1ccco1)c1cnc2ccccn2c1=O | -0.03 | 0.04 | nt
CSc1nc2ccc(N3C(=O)C4CCCCC4C3=O)cc2s1 (stereo not given) | -0.15 | -0.29 | nt
CC(=O)Cc1nsc(NC(=O)c2cccc(F)c2)n1 | nt | nt | 63.6
O=C1CC(=O)CC(c2ccccc2Cl)C1 | -0.05 | -0.12 | 33.3
CC(=O)c1c(C)[nH]c(C(=O)NCc2ccco2)c1C | nt | nt | 45.5
COc1ccccc1NC(=O)C(=O)N/N=C/c1cccs1 | 1.41 | 1.7 | -10.5
O=C(NCc1ccc2c(c1)OCO2)c1cccc(S(=O)(=O)N2CCOCC2)c1 | -0.05 | 0.24 | -365.0
Cc1nn(Cc2ccc([N+](=O)[O-])cc2)c(=O)n1-c1ccc(F)cc1 | 1.03 | 0.52 | nt

Overlap with the part before: 3 entries, followed by the next part.
SMILES | sdo1 growth | sdo1 growth Rescue 24 h | INS promoter inh
COc1ccccc1NC(=O)C(=O)N/N=C/c1cccs1 | 1.41 | 1.7 | -10.5
O=C(NCc1ccc2c(c1)OCO2)c1cccc(S(=O)(=O)N2CCOCC2)c1 | -0.05 | 0.24 | -365.0
Cc1nn(Cc2ccc([N+](=O)[O-])cc2)c(=O)n1-c1ccc(F)cc1 | 1.03 | 0.52 | nt
CCOc1ccc(N2C(=O)/C(=C/c3ccccc3)N=C2SC)cc1 | nt | nt | 53.3
CCOC(=O)Cc1nc2ccccc2[nH]1 | 0.17 | -0.24 | -11.1
Cc1ccc2c(c1)C1CN(C)CCC1N2C(=O)COc1ccc(N(C)C(=O)c2ccccc2)cc1 (stereo not given) | nt | nt | -27.3
CS(=O)(=O)c1ccc(Cl)c(NC(=O)c2cccc(Br)c2)c1 | 0.12 | 0.05 | 18.5
COC(=O)Cc1ccc(NC(=O)c2ccc(C(C)(C)C)cc2)cc1 | -0.85 | -0.45 | -20.0
Cn1cnnc1SCC(=O)N1CCC(Cc2ccccc2)CC1 | -0.3 | -0.29 | 41.9
O=S(=O)(Nc1cccc2cn[nH]c12)c1ccc(F)cc1 | 0.53 | 0.56 | -6.2
Cn1c(=O)c2c(nc(SCC(=O)O)n2Cc2cccc(C(F)(F)F)c2)n(C)c1=O | -0.21 | -0.46 | -33.3
Cc1ccccc1-c1nc(CS(=O)(=O)CC(=O)NCCCN2CCCC2)c(C)o1 | 0.18 | 1.46 | nt
COc1ccc(C2C(C(=O)NC(C)C)c3ccccc3C(=O)N2C)cc1OC (stereo not given) | 0.45 | -0.21 | 57.1
COc1ccc(CNC(=O)Cn2cncn2)cc1OC | nt | nt | 88.9*
Cc1ccc(/C=N/NC(=O)c2cccc([N+](=O)[O-])c2)o1 | 0.78 | 1.16 | 20.0
CC(=O)c1c(C)[nH]c(C(=O)COC(=O)CN(C)S(=O)(=O)c2ccc(Cl)cc2)c1C | -0.17 | 0.1 | 51.4
COc1ccc(CCNC(=O)c2cc(C(C)C)on2)cc1OC | 0.24 | -0.18 | -42.9
CCOC(=O)N1CCN(S(=O)(=O)c2cc(Br)cc3c2N(C(=O)CC)CC3)CC1 | -1.08 | -0.18 | nt
Cc1cc(=O)oc(C)c1C(=O)NC12CC3CC(CC(C3)C1)C2 | -0.26 | -0.62 | nt
COc1cccc(C2/C(=C(\O)c3ccc4c(c3)OCCO4)C(=O)C(=O)N2CCN(C)C)c1 (stereo not given) | 0.8 | -0.27 | -35.7
O=C(CCNS(=O)(=O)c1cccc2nsnc12)N1CCc2ccccc21 | -0.6 | -0.72 | -34.8
O=[N+]([O-])c1ccc(N2CCN(C(=S)NC3CCCCC3)CC2)cc1 | -0.83 | -0.89 | -48.3
Cn1c(=O)c2cn3c(c2n(C)c1=O)C(c1ccccc1)CC(c1ccccc1)=N3 (stereo not given) | -0.8 | -0.76 | -46.1
CCOC(=O)C(NCCc1ccccc1)(NC(C)=O)C(F)(F)F (stereo not given) | 0.51 | -0.04 | nt
COC(=O)CSc1nnc(-c2ccncc2)n1N | -0.56 | -0.9 | -48.4
Cc1ccc(NC(=S)NCc2ccccc2)cc1S(=O)(=O)N1CCCCC1 | nt | nt | -28.6
CCOC(=O)N1CCN(C(=O)CSc2nnc(CNC(=O)c3c(F)cccc3Cl)o2)CC1 | 0.33 | -0.09 | 0.0

Overlap with the part before: four compounds; new compounds follow.
SMILES | sdo1 growth | sdo1 growth Rescue 24 h | INS promoter inh
CCOC(=O)C(NCCc1ccccc1)(NC(C)=O)C(F)(F)F (stereo not given) | 0.51 | -0.04 | nt
COC(=O)CSc1nnc(-c2ccncc2)n1N | -0.56 | -0.9 | -48.4
Cc1ccc(NC(=S)NCc2ccccc2)cc1S(=O)(=O)N1CCCCC1 | nt | nt | -28.6
CCOC(=O)N1CCN(C(=O)CSc2nnc(CNC(=O)c3c(F)cccc3Cl)o2)CC1 | 0.33 | -0.09 | 0.0
O=C(Nc1nc2ccccc2n1CCN1CCCCC1)c1ccc(Cl)cc1 | 0.06 | 0.02 | 24.1
CCCOc1ccc(N2C(=O)CC(N3CCN(c4nc5ccccc5s4)CC3)C2=O)cc1 (stereo not given) | -1.79 | -0.89 | 18.9
O=C(O)CCCC(=O)OCCCCc1cccs1 | 0.09 | 0.23 | nt
CS(=O)(=O)N(Cc1ccco1)Cc1ccccc1Cl | -0.41 | -0.77 | 39.4
CCCOP(=O)(c1ccc(N(C)C)cc1)C(O)c1ccccc1OC (stereo not given) | 0.74 | 0.72 | 7.1
Cn1c(=O)c2c(nc(N3CCN(c4ccccn4)CC3)n2Cc2ccccc2Cl)n(C)c1=O | -1.53 | -0.88 | nt
C=CCn1c(SCc2cc(C(C)=O)ccc2OCC)nc2ccccc2c1=O | -1.13 | -0.85 | -66.7

These rows are one share of the data, so the mix of outcomes need not match the whole.
